Compound activity: PubChem BioAssay, The Scripps Research Institute Molecular Screening Center
TEAD-YAP block – TEAD-YAP interaction inhibition, primary screen, TEAD-YAP interaction inhibitor project, luminescence, HEK-TIYL cells; TEAD-Gal4/YAP UAS-luciferase luminescence; inhibition, % at 9.12 µM; 1.4% of 640,000 active; AID 1259422, 2018; in the data active means inhibition above about 32%;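 further: 0% = median of test compound wells and 100% = reference inhibitor wells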
GPR151 activ – activators of human GPR151, primary screen, cell-based, PathHunter beta-arrestin, luminescence. G-protein coupled receptor 151 (Homo sapiens), Q8TDV0. PathHunter beta-arrestin GPR151 cells. activation, % at 11.2 µM. 1% of 650,000 active. AID 1508602, 2020; in the data active means activation above about 4.9%;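 further: 0% = median of compound wells and 100% = cells with positive control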
Target sequence (Q8TDV0 whole entry, looked up): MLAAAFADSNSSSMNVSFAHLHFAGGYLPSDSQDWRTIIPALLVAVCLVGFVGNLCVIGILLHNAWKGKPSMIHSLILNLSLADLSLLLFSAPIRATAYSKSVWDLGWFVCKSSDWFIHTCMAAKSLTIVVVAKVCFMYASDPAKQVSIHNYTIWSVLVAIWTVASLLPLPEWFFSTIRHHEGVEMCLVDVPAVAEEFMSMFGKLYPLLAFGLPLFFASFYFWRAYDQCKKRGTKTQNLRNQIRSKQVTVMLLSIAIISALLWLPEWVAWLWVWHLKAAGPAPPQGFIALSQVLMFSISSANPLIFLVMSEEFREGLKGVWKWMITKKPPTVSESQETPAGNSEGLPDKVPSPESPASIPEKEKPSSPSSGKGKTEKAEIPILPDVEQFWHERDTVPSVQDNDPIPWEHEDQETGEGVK
FBW7 act – FBW7 E3 ligase activators, primary screen, biochemical, AlphaScreen, human; F-box/WD repeat-containing protein 7 (Homo sapiens), Q969H0; AlphaScreen FBW7–phospho-cyclin E peptide binding, activator screen; normalized activity (activation), % at 26.1 µM; 0.13% of 650,000 active; AID 1259310, 2017; in the data active means normalized activity above about 1.9%;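 further: purified mutant Fbw7 with reduced substrate affinity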
MITF inh – MITF inhibitors, primary screen, biochemical, AlphaScreen, human | AlphaScreen MITF homodimerization, bead proximity signal | inhibition, % at 2.6 µM | 0.91% of 650,000 active | AID 1259374, 2018; in the data active means inhibition above about 50%;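 further: 0% = vehicle wells with protein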
Target sequence (O75030 whole entry, looked up): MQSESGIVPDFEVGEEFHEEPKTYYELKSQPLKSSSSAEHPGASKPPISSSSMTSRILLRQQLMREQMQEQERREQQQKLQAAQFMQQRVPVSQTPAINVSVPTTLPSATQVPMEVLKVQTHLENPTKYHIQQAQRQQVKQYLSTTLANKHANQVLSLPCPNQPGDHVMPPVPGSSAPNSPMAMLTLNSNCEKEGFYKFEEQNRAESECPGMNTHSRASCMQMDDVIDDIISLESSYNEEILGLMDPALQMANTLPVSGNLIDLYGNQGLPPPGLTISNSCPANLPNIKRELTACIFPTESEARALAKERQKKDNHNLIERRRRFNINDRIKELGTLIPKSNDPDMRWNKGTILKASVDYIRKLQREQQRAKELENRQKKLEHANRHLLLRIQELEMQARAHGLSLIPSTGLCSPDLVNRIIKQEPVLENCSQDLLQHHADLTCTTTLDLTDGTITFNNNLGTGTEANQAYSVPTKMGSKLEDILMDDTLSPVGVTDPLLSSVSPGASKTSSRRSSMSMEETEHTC
Numbers without * were called inactive; & = joins results of further samples.

compound	TEAD-YAP block	GPR151 activ	FBW7 act	MITF inh
O=C(COC(=O)c1cccc([N+](=O)[O-])c1)c1cccc([N+](=O)[O-])c1	-5.1	0.2	0.2	4.3
COc1ccc(-c2noc(N3CCCc4ccccc43)n2)cc1OC	-1.2	0.2	-0.1	0.0
O=[N+]([O-])c1cc(C(F)(F)F)ccc1NNC(=S)NCCCN1CCOCC1	-2.2	-0.4	0.0	0.3
O=C(/C=C/c1ccccc1)Nc1cc(C(=O)N2CC=C(c3ccccc3)CC2)ccc1N1CC2CC(C1)c1cccc(=O)n1C2 (stereo not drawn)	8.2	-0.8	0.3	19.0
CCn1c(SCC(=O)N2CCCCC2C)nc2ccsc2c1=O (stereo not drawn)	2.8	1.4	0.1	4.6
CS(=O)(=O)N1CCN(c2ccc3cccc(-c4ccc(F)cc4)c3n2)CC1	7.0	0.5	0.4	15.3
CC1(C2CCN(C/C=C/c3ccccc3)CC2)NC(=O)NC1=O (stereo not drawn)	-2.7	0.4	0.2	20.5
COc1ccc2c(c1)CC(c1nc(Nc3cccnc3)c3cc(OC)ccc3n1)CO2 (stereo not drawn)	8.0	-0.1	-0.2	1.4

In the list so far, these have a nitro group on carbon:
compound	TEAD-YAP block	GPR151 activ	FBW7 act	MITF inh
O=C(COC(=O)c1cccc([N+](=O)[O-])c1)c1cccc([N+](=O)[O-])c1	-5.1	0.2	0.2	4.3
O=[N+]([O-])c1cc(C(F)(F)F)ccc1NNC(=S)NCCCN1CCOCC1	-2.2	-0.4	0.0	0.3

The results go on:
compound	TEAD-YAP block	GPR151 activ	FBW7 act	MITF inh
C[C@@H](c1ccccc1)n1c(=O)[nH]c2ncc(-c3ccoc3)nc21	1.6	-0.7	-0.6	-2.7
Cc1cc(C)n2nc(SC(C)C(=O)N3CCc4ccccc43)nc2n1 (stereo not drawn)	-9.5	-0.1	0.1	-3.0
CCCN(OC(=O)Nc1ccc(Cl)c(Cl)c1)C(=O)OC(C)C	4.6	-0.1	-0.1	3.3
O=C(CN1C(=O)c2ccccc2C1=O)NCc1ccccc1C(F)(F)F	6.2	-0.5	0.2	5.2
O=C(/C=C/c1ccc2c(c1)OCO2)c1ccc2c(c1)OCO2	-37.6	0.1	-0.1	-0.5
CC(C)=CCN1CCN(Cc2ccc3ncccc3c2)CC1CCO (stereo not drawn)	-3.0	-0.2	-0.1	-2.1
C/C(=N\OC(=O)c1c(-c2c(Cl)cccc2Cl)noc1C)c1nccs1	1.0	-1.3	0.1	12.1
N#Cc1c(N2CCOCC2)nc(N2CCOCC2)c2c1CCN(Cc1ccccc1)C2	-8.3	0.7	0.1	-2.0

compound	TEAD-YAP block	GPR151 activ	FBW7 act	MITF inh
CCN(C(=O)CSc1nnc(-c2cccs2)n1CC)C1CCS(=O)(=O)C1 (stereo not drawn)	-3.0	1.3	0.7	1.8
C/C(=N\NC(=O)c1cc(I)ccc1O)c1ccccn1	17.1	-2.0	0.1	-4.2
Cc1cc(=O)[nH]c(NC2CCN(CC(=O)Nc3cccc(C(F)(F)F)c3)CC2)n1	-2.8	-1.2	0.1	-11.9
CCOC(=O)C(C)N(c1ccc(Oc2ccccc2)cc1)S(C)(=O)=O (stereo not drawn)	2.9	0.1	0.0	5.7
CN1CCN(S(=O)(=O)c2ccc(Cl)c(N)c2)CC1	1.1	-1.1	0.0	9.6
COc1ccc(Nc2nc(Cl)nc(N3CCN(c4ccc(OC)cc4)CC3)n2)cc1	-3.1	-0.8	0.0	7.9
Cc1ccccc1N=C1SC(CC(=O)Nc2ccc(C(=O)O)cc2)C(=O)N1C (stereo not drawn)	-4.9	0.5	0.0	-28.6
COCC(=O)NCc1cc(NC(=O)C2(c3ccc(Cl)cc3)CC2)cc(C(=O)OC)c1	2.5	1.2	-0.2	-6.5

Molecules from the list above containing an aryl methoxy group:
compound	TEAD-YAP block	GPR151 activ	FBW7 act	MITF inh
COc1ccc(-c2noc(N3CCCc4ccccc43)n2)cc1OC	-1.2	0.2	-0.1	0.0
COc1ccc2c(c1)CC(c1nc(Nc3cccnc3)c3cc(OC)ccc3n1)CO2 (stereo not drawn)	8.0	-0.1	-0.2	1.4
COc1ccc(Nc2nc(Cl)nc(N3CCN(c4ccc(OC)cc4)CC3)n2)cc1	-3.1	-0.8	0.0	7.9

The list continues.
compound	TEAD-YAP block	GPR151 activ	FBW7 act	MITF inh
FC(F)(F)c1cc(-c2cccs2)nc2nc(N3CCOCC3)sc12	-0.4	-1.4	-0.2	10.0
Cc1ccn2cc(-c3ccc(NS(=O)(=O)c4cccc([N+](=O)[O-])c4)cc3)nc2c1	-16.6	-0.9	0.0	2.1
O=C(CN1C(=O)c2ccc([N+](=O)[O-])cc2C1=O)Nc1ccccc1N1CCOCC1	6.3	-0.7	0.0	7.7
COc1ccc(C2C(C(=O)Nc3ccc(OC)cc3OC)c3ccccc3C(=O)N2C2CCCCC2)cc1 (stereo not drawn)	8.0	-0.9	-0.1	23.2
CC(C)NC(=O)c1ccc2c(c1)NC(=O)CS2	-3.6	-0.9	-0.1	-17.6
CC(=O)c1cccc(N=c2oc3ccc4ccccc4c3cc2C(N)=O)c1	-7.7	-1.2	0.0	-5.2
Cc1cc(C)nc(NC(=O)Nc2cccc(Cl)c2)c1	-70.2	0.1	-0.2	0.8
COC(=O)c1ccc(N2C(=O)CC(SCC(=O)Nc3ccc(OC)cc3)C2=O)cc1 (stereo not drawn)	4.8	-0.9	0.6	26.9

compound	TEAD-YAP block	GPR151 activ	FBW7 act	MITF inh
CCc1c2c(nc3sc(C(=O)NCC4CCCO4)c(N)c13)CC(C)(C)CC2=O (stereo not drawn)	-5.2	-1.0	0.0	3.1
COCCNC(=O)[C@@H]1C[C@@H](NCc2ccc(OC)c3ccccc23)CN1Cc1ccccc1	8.2	1.2	0.0	9.1
COCCN(Cc1ccsc1)S(=O)(=O)c1ccc(F)c(Cl)c1	-5.4	-0.4	0.1	0.1
O=C1CCCN1CCCn1cnc2c([nH]c3ccc(Cl)cc32)c1=O	-36.3	-2.2	0.6	3.3
COC(=O)C1CCN(C(=O)NC2CCCCC2)CC1	6.4	-0.8	1.5	10.8
COc1cc(-c2nc3sc4c(c3c(=O)[nH]2)CCCC4)cc(Cl)c1OCCOc1ccc(C)c(C)c1	3.3	0.2	0.0	0.2
COc1ccc(N2CCN(C(=O)c3cc4c(=O)n5cccc(C)c5nc4n3C)CC2)cc1	6.0	-0.8	-0.1	-1.9
CCC(CC)c1nnc(NC(=O)C(Cl)Cl)s1	-3.2	-0.3	0.1	8.5

compound	TEAD-YAP block	GPR151 activ	FBW7 act	MITF inh
Cc1nc2sccn2c(=O)c1S(=O)(=O)N1CCN(C2CCCCC2)CC1	13.6	0.8	0.2	2.0
Cc1ccc(-c2nnc(CCC(=O)NCC3CCCCC3)o2)s1	-14.9	3.1	-0.1	5.5
CCOC(=O)CSc1nnc(NC(=O)COc2ccc(Cl)cc2Cl)s1	1.4	1.6	0.0	0.3
COc1ccc(OC)c(S(=O)(=O)n2ccnc2C)c1	-8.0	0.0	0.0	-6.4
O=C(O)c1cc([N+](=O)[O-])c(Nc2cccc(C(F)(F)F)c2)c([N+](=O)[O-])c1	-7.3	1.2	0.0	-50.7
CCOC(=O)CCC(=O)N1CCN(Cc2csc(-c3ccccc3)n2)CC1	-1.7	-0.3	0.1	4.7
COc1ccc(S(=O)(=O)Nc2cc(OC)c(NC(=O)c3ccco3)cc2OC)cc1	10.4	0.4	0.1	2.8
CCN1CCC(NC(=S)NCCc2ccc(OC)c(OC)c2)CC1	-0.1	-0.2	-0.1	0.0

compound	TEAD-YAP block	GPR151 activ	FBW7 act	MITF inh
O=C(NCC1CC(Cc2ccc(F)cc2)=NO1)c1cc(F)c(F)cc1F (stereo not drawn)	-8.8	0.6	0.3	6.4
NC(=O)c1ccc(-c2nc(C(=O)NCc3ccccc3)cs2)cc1	-5.6	0.7	-0.1	1.6
CCOC(=O)C1CCCCN1Cc1cccc(OCC)c1O (stereo not drawn)	-5.1	-1.0	-0.3	-3.1
CC(NC(=O)CN(C)S(=O)(=O)c1ccc(Br)s1)c1ccccc1 (stereo not drawn)	3.5	2.6	0.1	1.6
Cc1cc(C)n(-c2ccc(N3CCCC(C(=O)N4CCc5ccccc5C4)C3)nn2)n1 (stereo not drawn)	4.6	-0.9	0.1	12.0
O=C(NCCCNc1ccc(Cl)cc1[N+](=O)[O-])c1ccc(Cl)cc1	-2.5	1.7	-0.1	8.7
CC1CC(C)CN(CCCNC(=O)c2ccc3c(c2)NC(=O)c2ccccc2S3)C1 (stereo not drawn)	7.3	0.8	-0.2	4.6
Cc1cc2cc3c(cc2n2c(=O)n(CCN4CCCCC4)nc12)OCO3	-1.2	-1.1	0.0	0.0

compound	TEAD-YAP block	GPR151 activ	FBW7 act	MITF inh
OCCC1CN(Cc2cc(F)ccc2F)CCN1C1CCCCC1 (stereo not drawn)	-2.7	1.2	0.0	7.7
Cc1ccc(C)c(NC(=O)CN(Cc2ccc(Br)cc2)S(=O)(=O)c2ccccc2)c1	6.7	-0.7	0.1	-3.4
O=C(Cn1nc(-c2ccc3c(c2)OCCO3)ccc1=O)Nc1ccc(Cl)cc1Cl	-7.3	-0.3	0.1	-14.0
COC(=O)c1cccc(NC(=O)c2ccccc2F)c1	-12.7	-1.9	-0.1	15.7
O=C(NNC(=O)c1cc2ccccc2cc1O)Nc1ccc(Cl)cc1	-3.9	-0.9	0.1	17.0
O=C(Nc1cccc(-n2cnnn2)c1)C1CCCN(Cc2cccnc2)C1 (stereo not drawn)	5.6	-1.8	0.2	11.7
N#CC1(NC(=O)COc2cccc(C(F)(F)F)c2)CCCCC1	7.7	-1.5	0.6	-1.2
O=C(NCCCN1CCOCC1)c1cc2n(n1)C(C(F)(F)F)CC(c1ccc(Cl)c(Cl)c1)N2 (stereo not drawn)	-8.1	-0.1	0.2	1.5

compound	TEAD-YAP block	GPR151 activ	FBW7 act	MITF inh
COc1cccc(OC)c1Oc1ncc(-c2cccs2)cn1	-21.8	-1.5	0.0	18.2
CCc1c(C)nc2ncnn2c1Nc1cc(OC)ccc1OC	8.8	-1.0	0.8	-5.2
O=C1CC(c2ccc(F)cc2)c2cc(Br)c3ccccc3c2N1 (stereo not drawn)	-7.0	0.0	-0.1	-6.3
Cc1cc(C(=O)N(Cc2ccco2)c2nc3c(Cl)cccc3s2)on1	-15.3	-1.7	0.2	19.4
COc1ccc2cc([C@H](C)C(=O)O)ccc2c1	-1.6&4.8&-7.6	-0.1&-2.0&-0.9&-2.4&-1.2&-0.8	-0.1&0.1&0.1&0.0&0.0	-5.1&-2.6&-0.1&-6.3&-8.0&-14.8
CCCCCOC(=O)c1ccc(NC(=O)C(C(C)C)N2C(=O)c3ccccc3C2=O)cc1 (stereo not drawn)	-2.2	1.1	0.1	3.4
COc1ccc(C)cc1NC(=O)NC1CCCCC1	-1.1	-1.1	-0.1	2.9
COC(=O)CSc1nc2c(c(=O)n(C)c(=O)n2C)n1CCCc1ccccc1	-1.1	0.1	0.2	6.1

compound	TEAD-YAP block	GPR151 activ	FBW7 act	MITF inh
O=C(Nc1ccccc1)/C(=C\C=C\c1ccccc1)NC(=O)c1ccccc1Cl	-14.6	2.7	0.0	-11.4
CCOc1ccc(-c2nnc(NC(=O)c3cccc(C)c3)s2)cc1	4.8	1.3	0.0	18.7
CCN(CC)CCOCCOc1ccccc1C(C)(C)C	9.8	1.5	0.0	6.9
COCc1cc(C)nc2sc3c(=O)n(-c4cccc(C)c4)nnc3c12	-4.9	-0.8	0.0	9.2
COc1ccccc1-n1c(SCC(=O)Nc2nccs2)nc2c(sc(=S)n2-c2ccc(C)c(C)c2)c1=O	-8.7	1.4	0.0	5.6
O=C(Nc1ccc(O)c(-c2nc3ccccc3o2)c1)c1ccc(Br)cc1	4.0	1.3	0.0	15.3
NNc1ccc(NS(=O)(=O)c2ccc(Cl)cc2)cc1[N+](=O)[O-]	6.4	0.8	-0.1	-1.2
COCCOC(=O)C1=C(N)OC2=C(C(=O)CC(C)(C)C2)C1c1ccc(Cl)cc1 (stereo not drawn)	-2.9	-0.6	0.1	-5.2
O=C(Nc1cc([N+](=O)[O-])ccc1Cl)c1ccc(Cl)cc1	8.1	-0.3	-0.1	0.1
Cc1c(NCc2ccccc2)c(=O)n(-c2ccccc2)n1C	-0.4	-0.7	0.0	7.9

Entries of single compounds, quoted from the list. Screens in order: TEAD-YAP block	GPR151 activ	FBW7 act	MITF inh
O=C(Cn1nc(-c2ccc3c(c2)OCCO3)ccc1=O)Nc1ccc(Cl)cc1Cl across the screens: -7.3	-0.3	0.1	-14.0
FC(F)(F)c1cc(-c2cccs2)nc2nc(N3CCOCC3)sc12 across the screens: -0.4	-1.4	-0.2	10.0
